SIAH1 antagonists = Siah-1 peptide-binding antagonists, primary screen, biochemical, fluorescence polarization, rhodamine-plectin, uHTS (AID 1817); Siah-1 / rhodamine-plectin peptide fluorescence polarization; higher % means a stronger effect; displacement, % at 20 µM, or IC50 in µM where a hit was titrated; hit rate 0.02% among 290,000;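 active = displacement of at least 50% at 20 µM, with a fluorescence ratio check between 0.3 and a set limit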;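 note: plate controls were Siah plus tracer with DMSO for no effect and tracer alone without Siah for full effect; strong numbers were not always called active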
MgcRacGAP inhibition = MgcRacGAP GTPase-activating activity inhibitors, confirmation, biochemical, ADP Hunter fluorescence. hit rate 0.6% among 340,000. one-dose inhibition, % at 30 µM; IC50 in µM for titrated hits. Rac GTPase-activating protein 1 (Homo sapiens). MgcRacGAP-stimulated Rac1 GTP hydrolysis, ADP Hunter fluorescence; higher % means a stronger effect; GST-tagged Rac1 F28L mutant substrate;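 active = first-screen hits whose inhibition reached a set limit at any dose in the follow-up dose series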;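 note: fluorescence reports GDP produced by GAP-driven GTP hydrolysis; strong numbers were not always called active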
RSV CPE inhibition = RSV antiviral activity via CPE protection, HEp-2 cells, primary 10 µM value included (AID 2391); HEp-2 cells, RSV-induced CPE inhibition; higher % means a stronger effect; CPE inhibition, % at 10 µM, or IC50 in µM where a hit was titrated; hit rate 0.13% among 310,000; in the data active = a potency from the dose series; note: strong numbers were not always called active
AID2073 = inhibitors of Mint1-CaV2.2 protein interaction, biochemical, HTRF (AID 2073); one-dose inhibition, % at 20 µM; IC50 in µM for titrated hits; hit rate 0.19% among 290,000; Voltage-dependent N-type calcium channel subunit alpha-1B (Homo sapiens); HTRF protein-protein interaction, Mint1-CaV2.2; higher % means a stronger effect; in the data active = inhibition mostly above about 51%, no sharp cut-off; note: some results filed as inactive read as strong as hits
HIV peptide binding = inhibitors of HIV fusion peptide binding, primary screen, biochemical, uHTS, fluorescence dequenching (AID 1986); cell-free peptide binding, fluorescence dequenching, 30 min; higher % means a stronger effect; inhibition, % at 20 µM; hits with a dose series show IC50 in µM; hit rate 0.3% among 290,000; in the data active = inhibition mostly above about 52%, no sharp cut-off; inactive = mostly below about 76%; note: some results filed as inactive read as strong as hits
LYP phosphatase = inhibitors of LYP phosphatase, biochemical, fluorescence intensity, uHTS (AID 1779). Tyrosine-protein phosphatase non-receptor type 22 (Homo sapiens). recombinant LYP phosphatase, fluorescence intensity; higher % means a stronger effect. inhibition, % at 11.5 µM, or IC50 in µM where a hit was titrated. hit rate 0.054% among 290,000; in the data active = inhibition above about 50%;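 note: plate controls were vehicle with enzyme for no effect and no enzyme for full effect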
SV40 large T antigen = SV40 large T antigen inhibitors, biochemical (AID 1903); inhibition, % at 20 µM, or IC50 in µM where a hit was titrated; SV40 large T antigen ATPase/helicase inhibition assay; higher % means a stronger effect; hit rate 0.39% among 310,000; in the data active = a potency from the dose series; note: strong numbers were not always called active
XIAP displacement = XIAP antagonists, biochemical, IAP family, fluorescence polarization (AID 1018). XIAP BIR domain, fluorescence polarization peptide displacement; higher % means a stronger effect. displacement, % at 20 µM; hits with a dose series show IC50 in µM. hit rate 0.007% among 200,000; in the data active = displacement above about 50%; note: a part of the inactive calls stands beside numbers as strong as those of hits
Dengue-2 NS5 capping = Dengue-2 NS5 methyltransferase inhibitors, primary screen, biochemical, confirmation dose response (AID 588689); Genome polyprotein (Dengue virus type 2 (strain 16681-PDK53)); Dengue-2 NS5 methyltransferase capping enzyme assay, biochemical; higher % means a stronger effect; inhibition, % at 25 µM; hits with a dose series show IC50 in µM; hit rate 0.3% among 340,000; in the data active = a potency from the dose series
Dengue-2 NS5 capping pilot replicate = second read-out of Dengue-2 NS5 capping, no call of its own (marks repeat the call); inhibition, %; measured here: pilot screen replicate inhibition
* = called active by the depositor; . = not tested or not shown. Not a hit list; any-hit rate near 1.7%.

SMILES	SIAH1 antagonists	MgcRacGAP inhibition	RSV CPE inhibition	AID2073	HIV peptide binding	LYP phosphatase	SV40 large T antigen	XIAP displacement	Dengue-2 NS5 capping	others
Cc1ccc(NS(=O)(=O)c2cc(OCC(N)=O)c(C)cc2Cl)cc1	15.0%	-5.6%	1.2%	-1.0%	0.0%	-5.4%	17.6%	-7.0%	1.5%
Cc1ccc(CNc2cccnc2)cc1	-2.2%	0.7%	-0.7%	12.3%	0.0%	-1.8%	17.1%	.	-8.5%
Cc1sc(NC(=O)CN2CCOCC2)c(C(=O)c2ccccc2)c1C	-1.9%	6.8%	3.3%	6.8%	2.9%	-1.0%	9.6%	-5.4%	3.2%
O=c1c2cc(Br)cc(Br)c2oc2nc3n(c(=O)c12)CCCS3	-0.4%	.	0.5%	6.7%	2.9%	-2.6%	9.6%	-9.2%	.
O=C(NCc1ccc2c(c1)OCO2)c1ccc(N2C(=O)C3CCCCC3C2=O)cc1 (configuration not stated)	-1.7%	2.6%	0.8%	-8.0%	-1.2%	-1.3%	1.6%	-20.0%	-1.4%
Nc1n[nH]c2cc(=O)n(-c3ccc(Cl)cc3)nc12	16.7%	6.5%	0.5%	16.3%	12.5%	-5.4%	7.1%	-2.4%	21.2%
Cc1ccc(C(=O)NCc2occc2C(=O)O)o1	-0.9%	10.2%	1.1%	4.9%	11.1%	-6.4%	8.6%	-3.7%	-5.7%
CC1CC(C)CN(S(=O)(=O)c2ccc3c(c2)CC(C)N3C(=O)C2CC2)C1 (configuration not stated)	-0.7%	7.0%	9.9%	-1.3%	-1.8%	-4.5%	5.9%	.	-10.1%
COc1ccc(NC(=O)CN2CCN(C(=O)c3ccco3)CC2)c(OC)c1	5.8%	7.3%	-0.5%	30.0%	0.4%	-8.4%	20.1%	-2.1%	-3.1%
CCOc1ccc(NC(=O)CN(C)C(=O)c2ccc(OCC3CCCO3)cc2)cc1OCC (configuration not stated)	6.6%	5.0%	2.0%	-1.2%	-1.2%	-5.0%	26.1%	.	-5.5%
COc1ccc(OC(=O)c2cc3cc(Cl)ccc3oc2=O)cc1	-5.3%	15.9%	0.0%	13.3%	-0.6%	-7.3%	0.4%	.	-11.9%
O=C(CSc1ccc2nnc(-c3cccnc3)n2n1)Nc1ccccc1C(F)(F)F	2.7%	6.5%	3.8%	12.7%	1.2%	-6.0%	7.6%	.	-5.2%
CC1=C(C#N)C(Nc2cc(C)ccn2)(C(F)(F)F)C(=O)N1 (configuration not stated)	3.4%	4.1%	-0.7%	-1.9%	3.1%	-3.3%	23.5%	-2.7%	-4.3%
COc1ccccc1N1CCN(Cc2cc3c(cc2O)OCO3)CC1	3.8%	9.2%	1.8%	-11.2%	-0.7%	-4.1%	13.7%	.	-11.7%
N[C@@H](Cc1ccc(O)c(I)c1)C(=O)O	4.0%	.	1.1%	-3.7%	0.7%	-3.1%	10.2%	-3.2%	.
Cc1nc2ccccc2c2oc(C(=O)N3CCc4ccccc4C3)cc12	-1.1%	14.3%	4.0%	5.4%	2.9%	-1.1%	0.6%	-7.1%	-5.1%
CCOc1cccc(CN2CCN(CCc3ccccc3)C(CCO)C2)c1O (configuration not stated)	1.6%	-0.8%	-1.2%	-9.1%	-0.4%	-5.5%	3.8%	-4.4%	-9.2%
Cc1ccsc1C(=O)NNC(=O)CCN1CCN(c2ccccc2)CC1	.	-2.9%	-1.9%	.	.	.	10.4%	.	-5.0%
Cc1cc(OCCCC(=O)NCCN2C(=O)S/C(=C\c3cccnc3)C2=O)ccc1Cl	10.7%	14.4%	5.5%	-33.2%	-0.3%	4.6%	16.4%	-2.1%	2.7%
CCn1c2ccc(F)cc2c2nc3ccccc3nc21	5.9%	0.5%	2.7%	15.6%	2.1%	-2.7%	10.7%	-3.0%	0.0%
COc1ccc(NC(=O)CCNS(=O)(=O)c2ccc3[nH]c(=O)oc3c2)cc1Cl	-5.2%	-23.4%	3.2%	5.7%	2.2%	-11.4%	2.8%	.	-0.9%
CCOC(=O)C1CCCN(C(=O)c2cc(S(=O)(=O)N3CCCCC3)c[nH]2)C1 (configuration not stated)	-2.5%	10.4%	0.5%	11.3%	-0.3%	-8.1%	.	.	-2.1%
CCN(CC)CCCN(C(=O)c1ccccc1C)c1nc(-c2ccc(OC)cc2)cs1	-1.8%	21.9%	0.3%	-1.5%	0.3%	-3.6%	6.2%	.	.
C[C@@H]1CCC2[C@](C)(CO)[C@@H](O)CC[C@]2(C)[C@@]12CCC(CO)(CCO)O2 (some centres not stated)	-1.5%	3.1%	-3.5%	16.1%	0.2%	-11.3%	3.7%	.	-5.5%
Cc1ccc(-n2c3c(c(=O)[nH]c2=S)C(C(F)(F)F)(C(F)(F)F)NC(=O)N3)cc1	-2.8%	3.6%	0.8%	9.4%	-1.9%	-9.8%	7.1%	0.3%	-1.6%
CCOc1ccc(S(=O)(=O)NCc2ccccc2OC)cc1	3.7%	-21.6%	2.1%	-2.1%	-0.7%	-6.7%	-2.7%	0.8%	-14.2%
N#Cc1nc(-c2ccccc2)oc1NCc1ccco1	-3.3%	5.6%	4.0%	21.4%	0.8%	-1.4%	-0.6%	-6.7%	-2.1%
CCOc1[nH]n(-c2ccccc2)c(=O)c1C=Nc1ccc(F)cc1F	4.0%	7.0%	1.1%	19.5%	-0.5%	3.0%	11.7%	-5.1%	-3.6%
O=S(=O)(NCc1ccc(Cl)cc1Cl)c1cccs1	-2.5%	5.5%	2.6%	-7.1%	-1.0%	-8.0%	9.9%	.	10.5%
CCOC(=O)N1CCC2(CC1)C(C(=O)C13CC4CC(CC(C4)C1)C3)C2(C#N)C#N (configuration not stated)	6.5%	5.2%	1.1%	-4.1%	-0.2%	-7.9%	11.2%	-1.5%	-0.3%
O=C(Nc1ccccc1-c1nc2ccccc2s1)c1cccnc1	-4.9%	4.9%	0.8%	15.9%	-2.0%	-3.8%	8.9%	0.6%	-4.2%
CCCC(=O)Nc1ccc2oc(-c3ccc(OC)c(Br)c3)nc2c1	-1.5%	5.4%	10.2%	17.5%	-0.5%	-9.2%	0.5%	-6.2%	3.4%	Dengue-2 NS5 capping pilot replicate=-0.6
O=C(NC(=S)NCc1ccccc1)c1ccccc1F	-1.9%	3.2%	7.0%	-9.9%	-2.9%	-6.1%	14.3%	-4.5%	-5.6%	Dengue-2 NS5 capping pilot replicate=-2.4
COc1ccc(C2=NS(=O)(=O)N(C)C(C(=O)Nc3cc(C)ccc3O)=C2)cc1OC	-5.7%	5.2%	2.2%	1.4%	-1.8%	-4.1%	11.1%	.	-3.4%
CCSc1nnc(-c2cc(Br)ccc2N)c(=O)[nH]1	2.4%	3.3%	-1.1%	16.0%	-0.8%	-3.6%	1.2%	-6.4%	5.9%
COc1cccc(CN(C)CC(=O)Nc2cccc(S(N)(=O)=O)c2)c1OC	34.7%	-1.0%	0.9%	-10.1%	-2.2%	-4.7%	7.6%	-1.0%	0.7%
Cc1nn(-c2ccccc2)c2c1C(O)CC(C)(C)C2 (configuration not stated)	9.4%	2.6%	1.5%	3.6%	1.2%	-7.1%	2.4%	.	-10.9%
CC(C)(C)c1ccc(OCc2nc(-c3ccccn3)no2)c(Br)c1	2.9%	-4.2%	1.1%	-1.2%	0.7%	7.2%	1.0%	-3.7%	2.4%
S=c1nc(-c2cccc(Cl)c2)[nH][nH]1	-4.2%	20.0%	2.0%	15.0%	1.1%	-3.3%	32.3%	-2.7%	8.0%
CSCC[C@H](NC(=O)N1CCn2c1nc1ccccc12)C(=O)NCc1ccccc1	4.4%	11.7%	6.1%	-2.7%	1.6%	-8.2%	7.7%	.	-7.7%
O=C(N/C(=C/c1ccc(Br)cc1)C(=O)N1CCOCC1)c1cccs1	-5.8%	6.3%	-0.4%	-8.6%	-1.2%	-6.9%	13.6%	-8.1%	.
Cc1ccc(N(C(C)C(=O)Nc2c(C)n(C)n(-c3ccccc3)c2=O)S(C)(=O)=O)cc1C (configuration not stated)	4.7%	-0.7%	1.5%	-2.6%	-1.2%	-9.0%	2.4%	-4.6%	-9.3%
CCOC(=O)c1[nH]c2ccc(F)cc2c1NC(=O)CCN1CCSCC1	2.7%	10.4%	0.8%	-0.9%	0.8%	-6.6%	9.0%	-8.6%	5.4%
COc1ccc(C(=O)C[n+]2ccc(N)c(C)c2C)cc1	2.1%	0.4%	19.4%	26.9%	-1.0%	-12.2%	-3.4%	-14.2%	-5.2%
CCCOc1ccc(CN(CCC#N)C(=S)NC(=O)c2ccccc2)cc1	3.8%	0.5%	1.8%	-14.5%	-3.3%	-4.9%	11.2%	-7.9%	-2.2%
Nc1ccc(-c2nc3ccccc3[nH]2)cc1	-0.6%	8.3%	-0.8%	5.5%	0.3%	-0.6%	6.8%	-8.8%	-2.2%
Cc1cc(NC(=O)c2ccc(S(=O)(=O)N3CCCC3)cc2)nc2c1c(=O)oc1ccccc12	1.4%	9.9%	.	16.5%	1.6%	-9.1%	5.3%	-8.7%	-6.2%
COc1cccc(C(=O)NCCC(=O)NCc2cc(=O)n(C)c(=O)n2C)c1	1.8%	10.1%	2.7%	3.6%	0.5%	-7.2%	20.7%	.	-0.9%
OC(c1ccccc1)c1nccn1Cc1ccccc1 (configuration not stated)	1.8%	10.0%	-0.6%	-9.1%	-0.8%	41.7%	1.2%	-1.7%	2.7%
O=C(Cn1c(=S)nc2ccccn21)N1CCc2ccccc2C1	1.5%	8.4%	1.0%	-2.1%	2.4%	-7.7%	3.3%	-0.9%	-4.8%
CCOC(=O)C1=C(C)NC(C)=C(C(=O)OCC)C1c1cc2ccc(C)cc2[nH]c1=O	-4.4%	3.5%	-0.2%	-1.0%	-5.4%	-10.9%	3.0%	-6.1%	3.1%
Cc1cccc(CSc2nnc(-c3ccco3)o2)c1	-1.6%	6.8%	0.3%	-0.9%	-0.6%	2.5%	7.3%	-7.4%	-13.5%

Grouped by structure: those above with bromine
SMILES	SIAH1 antagonists	MgcRacGAP inhibition	RSV CPE inhibition	AID2073	HIV peptide binding	LYP phosphatase	SV40 large T antigen	XIAP displacement	Dengue-2 NS5 capping	others
O=c1c2cc(Br)cc(Br)c2oc2nc3n(c(=O)c12)CCCS3	-0.4%	.	0.5%	6.7%	2.9%	-2.6%	9.6%	-9.2%	.
CCCC(=O)Nc1ccc2oc(-c3ccc(OC)c(Br)c3)nc2c1	-1.5%	5.4%	10.2%	17.5%	-0.5%	-9.2%	0.5%	-6.2%	3.4%	Dengue-2 NS5 capping pilot replicate=-0.6
CCSc1nnc(-c2cc(Br)ccc2N)c(=O)[nH]1	2.4%	3.3%	-1.1%	16.0%	-0.8%	-3.6%	1.2%	-6.4%	5.9%
CC(C)(C)c1ccc(OCc2nc(-c3ccccn3)no2)c(Br)c1	2.9%	-4.2%	1.1%	-1.2%	0.7%	7.2%	1.0%	-3.7%	2.4%
O=C(N/C(=C/c1ccc(Br)cc1)C(=O)N1CCOCC1)c1cccs1	-5.8%	6.3%	-0.4%	-8.6%	-1.2%	-6.9%	13.6%	-8.1%	.
